Assay outcomes: PubChem BioAssay, several laboratories
EP2 mod = modulates human prostaglandin E2 receptor EP2 signaling | P43116 | EP2-expressing cells, cAMP HTRF FRET, PGE2 co-stimulation | induction, % at 25 µM | actives 0.83% (n = 260,000);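 active = compounds whose cAMP rise, as percent of the full-agonist control response, exceeds 60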;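 note: rat C6 glioma line stably carrying human EP2 under a CMV promoter; the protocol text gives 20 µM as final concentration; 100% = response of wells given 1 µM PGE2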
Target sequence (P43116 whole entry, looked up): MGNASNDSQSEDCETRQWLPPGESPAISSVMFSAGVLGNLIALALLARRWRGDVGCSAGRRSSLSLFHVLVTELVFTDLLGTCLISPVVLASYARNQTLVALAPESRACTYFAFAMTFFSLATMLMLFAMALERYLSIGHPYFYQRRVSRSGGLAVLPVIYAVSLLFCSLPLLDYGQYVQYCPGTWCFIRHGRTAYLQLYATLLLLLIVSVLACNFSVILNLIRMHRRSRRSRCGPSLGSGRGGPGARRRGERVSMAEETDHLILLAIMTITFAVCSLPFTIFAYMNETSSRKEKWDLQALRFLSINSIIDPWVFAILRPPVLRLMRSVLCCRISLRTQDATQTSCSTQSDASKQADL
TRPML3 ag = agonists of human TRPML3 channel. Q8TDD5. HEK293 TRPML3-YFP, Fluo-8 calcium fluorescence; 100% = the carbachol control signal. activation, % at 3 µM. actives 0.29% (n = 220,000). AID 1448;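 active = activation above its plate's cutoff, the mean activation of the plate's test wells plus 3 SD, cut at about 12% in these data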;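 note: 0% = DMSO only wells and 100% = carbachol wells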
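Test system: HEK293 cells stably carrying human TRPML3-YFP; Doses: single dose, 3 µM final nominal compound, 0.3% DMSO final; Schedule: dye loading 1 h 37 °C then 30 min ambient, 125 s read; Technique: Fluo-8 calcium fluorescence; Benchmarks: high control carbachol 87 µM, low control DMSO.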
EP2 antag = EP2 receptor (human) inhibition. C6 glioma cells expressing human EP2, cAMP TR-FRET; cells stimulated with saturating PGE2. AID 1422. actives 0.52% (n = 260,000). inhibition, % at 25 µM. P43116;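 active = percent inhibition above 40 after rounding to a whole number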;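 note: rat C6 glioma host cells with rolipram phosphodiesterase inhibitor present; the protocol text gives 20 µM as final concentration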
NPY Y1 blocker = blocks the human neuropeptide Y Y1 receptor. AID 1040. P25929. HEK293-CNG Y1 cells, membrane potential fluorescence; NPY at EC95, then isoproterenol. inhibition, % at 3.6 µM. actives 1% (n = 200,000);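 active = inhibition above the campaign mean inhibition of all tested compounds plus 3 SD, cut at about 20% in these data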;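 note: 0% = DMSO wells given NPY plus isoproterenol and 100% = isoproterenol alone without NPY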
Target sequence (P25929 whole entry, looked up): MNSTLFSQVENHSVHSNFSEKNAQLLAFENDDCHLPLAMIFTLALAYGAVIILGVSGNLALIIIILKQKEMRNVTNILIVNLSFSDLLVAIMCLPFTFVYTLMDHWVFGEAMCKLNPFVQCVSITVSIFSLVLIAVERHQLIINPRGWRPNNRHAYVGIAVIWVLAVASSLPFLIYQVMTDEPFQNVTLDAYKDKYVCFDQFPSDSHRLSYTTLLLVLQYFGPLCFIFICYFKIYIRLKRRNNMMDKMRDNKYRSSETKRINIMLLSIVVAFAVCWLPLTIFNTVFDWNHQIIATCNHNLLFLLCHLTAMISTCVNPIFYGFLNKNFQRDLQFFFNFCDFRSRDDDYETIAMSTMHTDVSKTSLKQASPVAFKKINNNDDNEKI
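Material: HEK293 Y1/CNG channel cell line; also added: NPY (25 nM), isoproterenol (1 µM), Ro 20-1724 (25 µM); doses: one concentration, 3.6 µM, in 0.4% DMSO; schedule: compound incubation 1 h at room temperature, readout 45 min post-stimulation; technique: membrane potential fluorescence; measure: fluorescence ratio normalized to % inhibition between controls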
CHOP inhibitor = blocks CHOP induction under ER stress. CHO-K1 CHOP-promoter luciferase, tunicamycin-induced, 15-18 h. inhibition, % at 10 µM. actives 3.8% (n = 220,000). AID 2732;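 active = compounds that reduced the stress-induced luciferase reporter signal by more than about 70% of percent inhibition, limit read from the data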;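 note: 0% = tunicamycin plus vehicle and 100% = wells without tunicamycin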
NPY1 pot ag = potentiates or activates human NPY-Y1 receptor | P25929 | NPY-Y1 expressing cells, potentiator/agonist activation | activation, % at 3.6 µM | actives 0.37% (n = 220,000) | AID 1304; in the data active = activation above about 33%, passing the limit was not always enough;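 note: cells stimulated with NPY at EC10 then isoproterenol at EC100; 0% = low agonist plus stimulus and 100% = saturating agonist plus stimulus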
PPC-1+TRAIL kill = compounds killing PPC-1 cancer cells with TRAIL present (potentiator screen, no TRAIL-free arm); PPC-1 cells + TRAIL, ATPLite viability luminescence; cell killing (% activity), % at 4 µM; actives 0.41% (n = 220,000); AID 1443;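 active = cell killing above 50% in the first pass at 4 µM, then a duplicate retest at 5 µM averaging 50% or more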;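 note: plate controls were cells with TRAIL plus DMSO for no effect and medium-only wells lacking cells for full effect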
TRPN1 ag = agonists of zebrafish TRPN1 channel. activation, % at 3 µM. AID 1424. HEK293 zebrafish TRPN1-YFP, Fluo-8 calcium fluorescence; 100% = response to 87 µM carbachol. actives 0.18% (n = 220,000);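 active = activation above its plate's cutoff, the mean activation of test wells on that plate plus 3 SD, cut at about 19% in these data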;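 note: 0% = DMSO alone and 100% = 87 µM carbachol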
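System: zebrafish TRPN1-YFP in HEK293 cells / Dosing: 3 µM single point / Timing: dye loading 1 h at 37 °C, then 30 min room temperature / Signal: Fluo-8 calcium fluorescence, excitation 470-495 nm, emission 515-575 nm / Read-out basis: percent activation from peak over basal fluorescence ratio, control-normalized / Control set: high carbachol 87 µM, low DMSO alone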
14-3-3 Bad PPI = disrupts binding of bovine 14-3-3 zeta to phospho-Bad peptide; inhibition, % at 21.7 µM; actives 0.71% (n = 220,000); TR-FRET 14-3-3zeta/Dy647-pBad peptide displacement, 1 h; AID 781; P63103;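 active = inhibition above about 70%, limit read from the data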;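 note: 0% = full 14-3-3 plus peptide FRET controls and 100% = background without 14-3-3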
Target sequence (P63103 whole entry, looked up): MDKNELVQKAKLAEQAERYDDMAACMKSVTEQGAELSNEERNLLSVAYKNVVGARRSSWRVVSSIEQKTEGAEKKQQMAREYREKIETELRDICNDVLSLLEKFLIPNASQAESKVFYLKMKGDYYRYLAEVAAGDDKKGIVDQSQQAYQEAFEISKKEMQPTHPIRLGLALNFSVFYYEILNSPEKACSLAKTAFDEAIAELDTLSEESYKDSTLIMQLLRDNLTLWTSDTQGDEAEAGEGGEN
Numbers without * were called inactive; · = not tested or not shown; & = joins results of further samples; [ ] = another dose, or the depositor's remark. An excerpt; rates above refer to the full screens.

SMILES | EP2 mod | TRPML3 ag | EP2 antag | NPY Y1 blocker | CHOP inhibitor | NPY1 pot ag | PPC-1+TRAIL kill | TRPN1 ag | 14-3-3 Bad PPI
COc1cccc(C(=O)/C=C/Nc2ccc(NC(C)=O)cc2)c1 | 10.1 | -0.3 | 8.0 | 5.5 | -16.4 | -15.8 | -5.4 | 1.0 | -10.6[fluorescence artefact?]
O=C(COc1ccc(F)cc1Br)NCc1ccccn1 | 24.7 | 0.4 | 8.4 | 0.8 | 13.8 | 12.7 | 14.1 | -0.9 | 6.0
CSc1nc2nc(C)c(C/C=C/c3ccccc3)c(=O)n2[nH]1 | 33.4 | 0.7 | 4.3 | 10.5 | -6.7 | -19.3 | 0.8 | -0.5 | -2.0
COc1ccccc1N1CCN(/N=C/c2cc(OC)c(OC)c(OC)c2)CC1 | -53.1 | 0.3 | -0.1 | -0.3 | -12.1 | -9.4 | 13.1 | 0.8 | -10.4
CC(C)=CC(=O)Nc1ccc2c(c1)OCO2 | 16.4 | -0.6 | 16.8 | 0.1 | -8.7 | 7.1 | 23.9 | 1.1 | -2.3
CCN(CC)CCCN1C(=O)C(O)=C(C(=O)c2cc3ccccc3o2)C1c1ccccn1 (configuration not stated) | 37.7 | 1.0 | 28.0 | -0.9 | -0.3 | -6.2 | -8.4 | 1.8 | -4.9
CC1CCC(NC(=O)c2ccc(NC(=O)c3ccc(=O)[nH]c3)cc2)CC1 (configuration not stated) | 32.1 | 0.8 | 4.5 | -1.0 | 8.1 | -6.0 | 1.4 | -1.4 | -2.2
O=C(O)c1ccccc1/C=N/NC(=O)C1CCCCC1 | 17.1 | 0.7 | 2.5 | · | 18.7 | 19.7 | -2.9 | 0.7 | 18.1
Cc1ccccc1-c1nc2cc(N)ccc2o1 | -4.8 | -0.2 | 25.4 | -1.7 | 11.3 | 3.7 | 44.7 | -1.0 | -7.2
COc1ccc(CCNC(=O)c2ccc3c(SCC(=O)O)c4c(nc3c2)CCCC4)cc1OC | 22.9 | 0.5 | 10.0 | -0.4 | -4.3 | 10.2 | 0.5 | -0.9 | -3.7
O=C(CSc1nnc2c(Cl)cc(Cl)cn12)NC1CCS(=O)(=O)C1 (configuration not stated) | -13.0 | 0.4 | 10.0 | 2.9 | -11.5 | -8.2 | 15.7 | -0.4 | 3.7
CN1CCN(CCCCOc2ccc(F)cc2)CC1 | 15.8 | 0.3 | 7.4 | 0.4 | 39.3 | -2.8 | 31.9 | 0.9 | -5.9
COc1ccc(CCNC(=O)c2cc(-c3cccs3)on2)cc1OC | -35.5 | 0.5 | 9.2 | -6.7 | 4.7 | -20.0 | 14.2 | 0.8 | -3.4
Cc1cccc(NC(=O)NCCN2C(=O)C3C4C=CC(C4)C3C2=O)c1 (configuration not stated) | 18.5 | 0.1 | 8.0 | 1.8 | -6.3 | -1.1 | 4.4 | 1.0 | -4.2
O=C(NCSc1ccncn1)c1ccccc1 | -7.1 | 0.8 | 3.8 | -1.6 | 3.2 | 9.4 | 2.2 | 1.6 | 13.6
COC(=O)c1nn(-c2ccccc2)c(=O)cc1Sc1ccc(Cl)cc1 | -26.0 | 0.5 | 6.5 | 3.3 | 24.4 | 2.1 | 6.2 | -0.8 | -2.8
CC(NC(=O)Cn1cnnn1)C12CC3CC(CC(C3)C1)C2 (configuration not stated) | 5.2 | 1.4 | 6.0 | 0.6 | 23.5 | 12.9 | 0.5 | 1.1 | -5.4[fluorescence artefact?]
CNC(=O)COc1ccc(S(=O)(=O)Nc2ccc(OC)cc2)cc1 | -25.6 | 0.7 | 8.3 | 1.3 | 20.0 | -16.7 | 1.9 | 0.7 | 4.2
Cc1ccc(OCC(=O)NCCc2c[nH]c3ccccc23)cc1 | -105.1 | -0.5 | 3.7 | 9.1 | -2.9 | -16.7 | 1.3 | -1.5 | -3.4
CCc1ccc(-c2cc(C(=O)Nc3ccc(S(=O)(=O)NC(C)=O)cc3)c3ccccc3n2)cc1 | 3.7 | 0.0 | 15.2 | 5.0 | -37.4 | 6.0 | 30.4 | -0.3 | 10.4
COC(=O)c1nc(NC(=O)c2ccc(Cl)cc2)n[nH]1 | 26.0 | 0.8 | 28.4 | -2.4 | 20.2 | 12.4 | 4.8[5 µM] | -0.1 | 9.6
COC(=O)c1ccc2nc(C)cc(Nc3ccccc3C)c2c1 | -1.8 | 0.2 | 7.9 | 11.0 | 13.0 | -21.8 | -14.9 | -1.2 | 15.0
CCCC1(C(=O)O)NC(c2ccc(OC)cc2O)C2C(=O)N(c3ccc(OC)cc3)C(=O)C21 (configuration not stated) | 13.1 | 0.8 | 14.9 | -3.9 | -4.8 | -2.7 | -22.8 | 1.2 | -2.9
COc1ccccc1OCCC(=O)Nc1nc(C)cs1 | -16.1 | -0.1 | 3.1 | · | -9.3 | 8.0 | 19.7 | 0.1 | 0.2
Cc1csc(SCC(=O)Nc2cccc3nsnc23)n1 | 20.0 | -1.2 | 18.8 | 10.6 | 3.1 | -9.7 | -10.1 | -2.8 | -1.9
(listing goes on)
SMILES | EP2 mod | TRPML3 ag | EP2 antag | NPY Y1 blocker | CHOP inhibitor | NPY1 pot ag | PPC-1+TRAIL kill | TRPN1 ag | 14-3-3 Bad PPI
CN(C(=O)c1c(Cl)nc2sccn12)C1CCCCC1 | -2.3 | -0.4 | 5.3 | -0.3 | -2.3 | 5.0 | -4.7 | 0.6 | -8.8
CCOc1cc(Cl)c(NC(C)=O)cc1OCC | 30.3 | 0.5 | 13.5 | 0.9 | 1.5 | 1.8 | 1.6 | -0.2 | 3.1
CN(CCOc1ccccc1)C(=O)c1cc([N+](=O)[O-])cc([N+](=O)[O-])c1 | -18.1 | 0.7 | 1.1 | 0.3 | -4.6 | 15.5 | -0.5 | 0.1 | 0.2
COC(=O)c1ccsc1NC(=O)c1ccc(Cl)s1 | 29.0 | · | 9.4 | · | 17.8 | · | -8.7 | · | -0.5
c1ccc2c(CNc3ccc(CNc4ncn[nH]4)cc3)cccc2c1 | -30.0 | 0.5 | 11.1 | -8.8 | 28.5 | 16.3 | 4.8 | -2.0 | -11.1
CCCOc1ccccc1NC(=O)Nc1ccccc1Cl | -0.2 | -0.8 | 1.8 | -2.3 | 12.7 | -11.2 | -6.6 | -1.4 | 0.4
Cn1c(NNC(=O)C(c2ccccc2)c2ccccc2)cc(=O)n(C)c1=O | 10.2 | -0.5 | 4.0 | -9.0 | 16.2 | 14.7 | 11.5 | 1.6 | 2.9
CCOc1cc(NC(=S)Nc2cccc(OC)c2)c(OCC)cc1NC(=O)C(C)C | 39.8 | 0.0 | 10.4 | 6.1 | 29.0 | 5.4 | 8.7 | -0.3 | -13.3
C/C(=N/NS(=O)(=O)c1ccc(C)cc1)c1c(O)c2ccccc2oc1=O | 6.4 | -0.1 | 2.2 | · | 2.6 | 4.4 | 3.3 | -0.1 | 5.1
O=C(O)CS(=O)(=O)c1ccc(Oc2ccc(S(=O)(=O)CC(=O)O)cc2)cc1 | · | 0.5 | 0.1 | -5.8 | · | 3.8 | -7.2 | 0.7 | ·
O=C(NCCCn1ccnc1)c1ccc(S(=O)(=O)Nc2ccccc2)cc1 | 2.6 | 0.5 | 4.8 | · | -1.4 | 4.5 | -27.5 | 1.1 | -11.1
COc1cc(/C=C/C(=O)OCC(=O)c2c(N)n(C)c(=O)n(C)c2=O)ccc1O | 6.0 | 2.3 | 2.1 | 2.4 | -0.9 | 21.8 | 27.7 | 3.3 | -1.0
CC(C)(C)OC(=O)N1CCC(CNC(=O)c2ccccc2)CC1 | 21.5 | 0.8 | 7.7 | · | -9.0 | -17.7 | 7.0 | 2.6 | -0.1
CN(C)S(=O)(=O)c1ccc(C(=O)NCc2cccs2)cc1 | 2.2 | 0.7 | 3.8 | 5.1 | -0.2 | 1.8 | 21.2 | 0.2 | -0.7[fluorescence artefact?]
Cc1cnccc1NC(=O)c1cccs1 | 3.8 | 0.7 | 6.2 | 4.0 | 20.8 | -0.8 | -3.6 | -0.4 | -1.4
COc1ccc(C2OCC3(CO2)SC(N)=NC3=O)cc1 (configuration not stated) | -20.4&20.2 | 0.4 | 4.9&9.0 | 3.1 | 5.7 | -5.9 | 4.0 | -1.1 | -9.0[fluorescence artefact?]
CCOc1ccccc1C(=O)N(Cc1ccccc1)Cc1cc2cc3c(cc2[nH]c1=O)OCCO3 | · | 1.1 | 6.3 | -0.9 | · | 4.8 | · | -0.1 | ·
CCOC(=O)N1CCN(S(=O)(=O)c2ccc3c(c2)SC(C)C(=O)N3)CC1 (configuration not stated) | 0.8 | 3.3 | · | -2.5 | 33.3 | 16.9 | 10.6 | 6.1 | 6.6[fluorescence artefact?]
CCOC(=O)Cn1c(-c2ccc(Cl)nc2)nc2ccccc21 | 17.0 | 0.2 | 0.8 | -2.1 | 4.4 | -10.0 | 9.1 | -0.7 | -1.5
COc1ccccc1NS(=O)(=O)c1cccc(C(=O)NCc2ccco2)c1 | -31.9 | 0.9 | 4.9 | -1.6 | -2.3 | -3.9 | 19.5 | 0.3 | 8.3
O=C(Nc1ccccc1N(C(=O)c1ccco1)S(=O)(=O)c1cccs1)c1ccco1 | 35.9 | 0.1 | 10.3 | 0.5 | 84.6* | 8.7 | -2.3 | -0.3 | 6.8
Cc1ccc(C(=O)C[n+]2cccc3cc(C)ccc32)cc1 | 7.8 | 0.7 | 8.8 | 2.0 | -7.0 | 4.5 | 20.4 | 0.9 | -0.7
CC(C)CC(NS(=O)(=O)c1ccccc1)C(=O)O (configuration not stated) | 2.6 | 0.9 | 3.2 | 4.8 | 15.3 | 18.6 | -1.8 | -1.1 | 3.5
CCOC(=O)C1CN(S(C)(=O)=O)c2cc(CC(=O)OC)ccc2O1 (configuration not stated) | 2.1 | 0.8 | 5.1 | 2.7 | 8.7 | 8.9 | 0.3 | 0.9 | -3.3
NC[C@H]1O[C@H](O[C@H]2[C@H](O)[C@@H](O[C@H]3O[C@H](CO)[C@@H](O)[C@H](N)[C@H]3O)[C@H](N)C[C@@H]2N)[C@H](N)C[C@@H]1O | 20.9&-19.8 | 0.8 | 11.2&11.5 | 3.1 | 11.0 | 7.0 | 15.0 | -1.4 | -2.5
